Cav3 T inh = inhibitors of human Cav3.2 T-type calcium channel. O95180. Cav3.2-expressing cells, Fluo-4 calcium fluorescence FDSS; hits give low values. B-score at 10 µM. hit rate 4% among 100,000;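 active = single-dose well whose peak fluorescence ratio is a statistical outlier from its plate by either plate-standardised score or position-corrected B-score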
Target sequence (O95180 whole entry, looked up): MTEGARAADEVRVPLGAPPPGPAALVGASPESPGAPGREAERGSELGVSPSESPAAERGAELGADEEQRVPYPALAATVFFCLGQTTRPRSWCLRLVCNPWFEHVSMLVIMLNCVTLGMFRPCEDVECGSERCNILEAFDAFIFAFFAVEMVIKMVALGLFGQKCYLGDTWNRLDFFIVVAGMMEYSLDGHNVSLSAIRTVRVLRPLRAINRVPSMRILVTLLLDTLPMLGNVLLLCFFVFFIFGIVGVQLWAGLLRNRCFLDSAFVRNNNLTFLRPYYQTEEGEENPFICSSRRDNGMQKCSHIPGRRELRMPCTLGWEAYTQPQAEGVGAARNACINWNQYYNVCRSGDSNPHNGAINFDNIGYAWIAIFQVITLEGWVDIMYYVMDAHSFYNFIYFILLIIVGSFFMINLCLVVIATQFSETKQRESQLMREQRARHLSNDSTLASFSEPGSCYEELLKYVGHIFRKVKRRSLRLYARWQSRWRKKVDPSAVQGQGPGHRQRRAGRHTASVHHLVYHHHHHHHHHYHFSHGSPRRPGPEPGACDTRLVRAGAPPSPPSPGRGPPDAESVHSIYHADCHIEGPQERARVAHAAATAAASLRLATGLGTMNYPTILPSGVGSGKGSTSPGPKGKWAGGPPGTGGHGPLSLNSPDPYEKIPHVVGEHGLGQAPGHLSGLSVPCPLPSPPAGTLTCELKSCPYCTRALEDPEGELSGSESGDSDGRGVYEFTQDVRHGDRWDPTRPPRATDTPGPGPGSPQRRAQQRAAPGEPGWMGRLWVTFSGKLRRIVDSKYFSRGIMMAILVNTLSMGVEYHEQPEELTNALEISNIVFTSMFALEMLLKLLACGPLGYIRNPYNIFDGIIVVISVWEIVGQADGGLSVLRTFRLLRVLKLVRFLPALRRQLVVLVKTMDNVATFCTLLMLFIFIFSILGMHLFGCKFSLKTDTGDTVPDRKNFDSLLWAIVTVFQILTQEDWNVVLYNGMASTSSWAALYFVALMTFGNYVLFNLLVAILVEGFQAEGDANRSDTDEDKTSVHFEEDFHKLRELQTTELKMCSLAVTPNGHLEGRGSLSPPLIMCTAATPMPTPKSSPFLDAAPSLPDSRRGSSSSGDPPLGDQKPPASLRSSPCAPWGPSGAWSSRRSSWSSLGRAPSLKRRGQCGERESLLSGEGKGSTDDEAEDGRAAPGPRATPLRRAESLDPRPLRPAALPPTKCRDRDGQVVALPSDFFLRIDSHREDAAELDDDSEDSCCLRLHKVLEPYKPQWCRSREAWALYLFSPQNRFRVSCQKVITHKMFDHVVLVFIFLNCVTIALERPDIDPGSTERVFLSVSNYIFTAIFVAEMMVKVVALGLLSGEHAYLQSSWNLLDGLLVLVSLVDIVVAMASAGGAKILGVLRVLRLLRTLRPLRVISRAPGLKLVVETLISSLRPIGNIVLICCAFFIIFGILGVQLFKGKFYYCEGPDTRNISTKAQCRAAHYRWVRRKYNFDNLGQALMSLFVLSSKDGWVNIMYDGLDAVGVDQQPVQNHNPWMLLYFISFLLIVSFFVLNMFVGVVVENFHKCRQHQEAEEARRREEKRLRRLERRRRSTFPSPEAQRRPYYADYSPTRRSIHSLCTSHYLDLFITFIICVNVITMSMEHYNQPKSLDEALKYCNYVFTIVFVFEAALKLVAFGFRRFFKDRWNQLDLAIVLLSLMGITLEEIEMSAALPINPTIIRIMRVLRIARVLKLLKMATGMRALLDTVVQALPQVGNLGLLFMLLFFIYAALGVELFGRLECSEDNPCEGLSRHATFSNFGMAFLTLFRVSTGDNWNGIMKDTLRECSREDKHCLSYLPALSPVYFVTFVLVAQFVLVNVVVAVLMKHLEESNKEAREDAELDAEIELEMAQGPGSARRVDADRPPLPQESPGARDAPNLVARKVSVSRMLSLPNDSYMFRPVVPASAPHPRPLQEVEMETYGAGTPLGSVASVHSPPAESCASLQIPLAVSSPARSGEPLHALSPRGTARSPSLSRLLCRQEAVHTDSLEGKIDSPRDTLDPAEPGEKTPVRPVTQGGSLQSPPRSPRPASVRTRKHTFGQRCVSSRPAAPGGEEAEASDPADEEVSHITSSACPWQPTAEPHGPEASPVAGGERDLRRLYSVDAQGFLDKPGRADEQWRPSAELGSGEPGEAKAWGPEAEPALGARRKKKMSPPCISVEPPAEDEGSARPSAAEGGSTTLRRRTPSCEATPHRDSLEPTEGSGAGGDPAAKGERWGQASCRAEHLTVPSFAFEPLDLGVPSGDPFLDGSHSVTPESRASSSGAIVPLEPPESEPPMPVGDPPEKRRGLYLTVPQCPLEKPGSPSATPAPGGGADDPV
Numbers without * were called inactive. An excerpt; count on the stated rates, not on these rows.

cpd	Cav3 T inh	mol
1	-2.8	CS(=O)(=O)c1cnc(-c2ccccc2)nc1Oc1ccc(Cl)cc1
2	0.43	COC(=O)c1sccc1Oc1ccc(F)cc1[N+](=O)[O-]
3	0.027	CCCCn1c(SCC(=O)Nc2nccs2)nc2ccccc2c1=O
4	-0.53	Cc1ccnc(NS(=O)(=O)c2cccs2)c1
5	-1.8	CCOC(=O)Cn1c(=O)oc2cc(S(=O)(=O)NCCCc3ccccc3)ccc21
6	-0.0066	CCOC(=O)c1cc(C(=O)c2cc(F)ccc2O)coc1=N
7	0.073	COc1ccc(C(CC(=O)O)NC(=O)c2cccs2)cc1 (configuration not stated)
8	-1.2	Cc1cccc(N(C(=O)Cc2cccs2)C(C(=O)NC2CCCC2)c2ccsc2)c1 (configuration not stated)
9	0.1	N/C(=N\OC(=O)Oc1ccccc1)c1ccc(Cl)cc1
10	-0.2	COC(=O)C(Cc1ccccc1)NS(=O)(=O)c1ccc(F)cc1Br (configuration not stated)
11	0.62	Cc1ccccc1C(=O)Nc1nncs1
12	1.1	Cc1cccc(NC(=O)c2nc[nH]c2C(=O)N[C@@H](CC(C)C)C(=O)OC(C)(C)C)c1
13	0.19	O=C(C1=C[C@H](c2ccc3c(c2)OCO3)C[C@H](OCCCCO)O1)N1CCN(Cc2ccccc2)CC1
14	0.043	CCC(=O)Nc1cc(C(C)C)c(O)cc1C
15	0.83	O=C(Cn1[nH]c(=O)c2ccccc2c1=O)OCC(=O)N1CCCc2ccccc21
16	-0.12	CSC1=NCCN1C(=O)c1ccc(Br)o1
17	0.18	C/C(=N\N=C(/N)SC1CC(=O)N(c2ccc(Cl)c(Cl)c2)C1=O)c1cccs1 (configuration not stated)
18	-0.39	Cc1c(C)n(C(=O)CSc2nccn2C)c2ccccc12
19	-0.79	Cc1ccc(/C=C(/NC(=O)c2ccccc2)C(=O)NCCc2c[nH]c3ccccc23)o1
20	1	COC(=O)c1ccc(Oc2ccc3nncn3n2)cc1
21	0.53	COc1ccc(NC(=O)CN(C)S(=O)(=O)c2ccc3c(c2)CCC(=O)N3)c(OC)c1
22	-0.13	Clc1cccc2sc(N3CCCC3)nc12
23	0.07	CN1CCN(C2=NC3(CCCC3)C(C#N)C(=O)N2)CC1 (configuration not stated)
24	1.8	C#CCNC(=O)C1=C[C@H](C2CCCCC2)[C@@H](CCCO)[C@H](OCC)O1
25	0.86	Cn1c(CSc2nc3ccccc3s2)nnc1SCC(=O)NCCCN1CCOCC1
26	-1.6	CC1CN(Cc2ccccc2Cl)CC(C)O1 (configuration not stated)
27	0.068	O=C(CC1c2ccccc2Oc2ccccc21)NCc1ccco1
28	-0.25	CCCCN(C(=O)c1cc(OC)c(OC)c(OC)c1)C1=CC2CCC(C1)N2C (configuration not stated)
29	0.12	O=C(CCS(=O)(=O)c1cccc2nonc12)NC1CCCCCC1
30	-3.3	Cc1ccccc1OCC(=O)Nc1ccc(N2CCN(C(=O)C(C)C)CC2)c(Cl)c1
31	-0.87	COc1ccc(S(=O)(=O)N(C)CC(=O)NCc2cccnc2)cc1Cl
32	-0.89	CCCCn1c(SCC(=O)N2CCCc3ccccc32)nc2c1c(=O)n(C)c(=O)n2C
33	-2.5	Cc1ccc2ccc(C(Nc3ccccn3)c3ccccc3)c(O)c2n1 (configuration not stated)
34	-0.044	Cn1c(C(=O)OCC(=O)NCc2ccco2)cc2sccc21
35	0.038	COc1ccccc1CNC(=O)COC(=O)c1cnccn1
36	-0.55	CC(C)(C)c1[nH]nc2c1C(c1ccc(OC(=O)c3ccco3)cc1)C(C#N)=C(N)O2 (configuration not stated)
37	-3.5	COc1ccc(OC)c(C(c2nnnn2CCc2ccccc2)N2CCN(c3ccccc3)CC2)c1 (configuration not stated)
38	-0.36	Nc1cc(CN2C(=O)c3ccccc3C2=O)cc(Cl)c1O
39	0.43	O=C(Nc1c(C(=O)O)[nH]c2ccccc12)NC1CCCCC1
40	0.47	O=C1NCC(COCc2ccco2)O1 (configuration not stated)
41	-0.17	O=C(Nc1ccc2c(c1)nc1n2CCOC1)c1ccccc1
42	-0.17	CCc1ccc(NC(=O)c2noc3c2CCC3)cc1
43	1.4	O=C(Nc1ccc2c(c1)OCO2)c1cccc(S(=O)(=O)N2CCCC2)c1
44	-0.026	Cc1cc(NC(=O)CSc2nnc(-c3c[nH]c4ccccc34)n2-c2ccc(Cl)cc2)no1
45	0.12	Cc1csc2nc(CNS(=O)(=O)N(C)C)cn12
46	-12*	O=C(c1ccco1)N(CCC(c1ccccc1)c1ccco1)Cc1ccco1 (configuration not stated)
47	-1.9	O=C(O)CSc1nnc(-c2ccc(S(=O)(=O)N3CCCC3)cc2)n1Cc1ccco1
48	0.58	C#CCOCCOCCOCCNc1nc(N2CCN(C(=O)Cn3cc(CC(C)O)nn3)CC2)nc(N2CCN(C(=O)[C@H](C)n3cc(CCCN=C(N)N)nn3)CC2)n1 (some centres not stated)
49	-3.1	CCOc1ccc(NC2c3ccccc3C(=O)N2Cc2ccc3c(c2)OCO3)cc1 (configuration not stated)
50	-1.2	Cc1cccc(NC(=O)Cc2noc3ccccc23)c1
51	-0.048	CCOC(=O)c1c(N2C(=O)C3CC(C)=C(C)CC3C2=O)sc(C)c1C (configuration not stated)
52	1.3	O=C(CC1SC(=NC2CCCCC2)NC1=O)Nc1ccccc1 (configuration not stated)
53	-0.86	CCC1CCCCN1C(=O)COC(=O)c1n[nH]c2ccccc12 (configuration not stated)
54	-1.8	COc1ccc(-c2nc(SCC(=O)Nc3nccs3)c(-c3ccc(Cl)cc3)[nH]2)cc1
55	-0.93	Cc1ccc(-n2c(SCC(=O)OC(C)C)nnc2-c2ccco2)cc1
56	-1.2	CCOC(=O)C1CCN(C(=O)COc2ccc(S(=O)(=O)NC(C)C)cc2)CC1
57	-0.021	Cn1c(=O)cc(N2CCOCC2)[nH]c1=O
58	0.42	COc1ccc(N2C(=O)C3CCCN3C2c2ccccc2Cl)cc1 (configuration not stated)
59	-0.26	COc1cc(-c2ccc(NC(=O)c3ccc(C)cc3)c(OC)c2)ccc1NC(=O)c1ccc(C)cc1
60	0.35	O=C(N/N=C/c1ccc(N2CCOCC2)c([N+](=O)[O-])c1)c1ccc(F)cc1

The final 2 records of the part before are carried over, then new ones follow:
cpd	Cav3 T inh	mol
59	-0.26	COc1cc(-c2ccc(NC(=O)c3ccc(C)cc3)c(OC)c2)ccc1NC(=O)c1ccc(C)cc1
60	0.35	O=C(N/N=C/c1ccc(N2CCOCC2)c([N+](=O)[O-])c1)c1ccc(F)cc1
61	0.63	COc1ccc(CC(=O)NCc2ccccn2)cc1OC
62	-0.63	O=C(NCC(c1cccnc1)N1CCN(c2ccccc2)CC1)OCc1ccccc1 (configuration not stated)
63	-0.68	Cc1cc(N/C(=N\S(=O)(=O)c2ccc(Cl)cc2)c2ccc(F)cc2)no1
64	-0.086	Cc1cc(C(=O)N2CCN(S(C)(=O)=O)CC2)sc1-c1ccccc1
65	0.41	CCOc1cccc(OCCCCN2CCOCC2)c1
66	0.34	O=C(Nc1nc(-c2cccs2)c(-c2ccccc2)s1)c1ccco1
67	-8.3*	O=C(Nc1ccccc1Cl)C1CCN(Cc2cnn(-c3ccccc3)c2-n2cccc2)CC1
68	0.88	Cc1ccc(S(=O)(=O)N(CC(=O)NCc2ccncc2)C2CCCCC2)cc1
69	-1.8	Nc1c(NCc2ccccc2)c2ccccc2oc1=O
70	0.6	CCSc1ccc2nnc(-c3ccc(F)cc3)n2n1
71	-0.025	Cc1cccc(NC(=O)C2CCCN2C(=O)OCC(C)C)c1 (configuration not stated)
72	-1.2	Cc1c(C(=O)N2CCCCCC2)oc2ccccc12
73	-0.0018	CC(CCc1ccccc1)NC(=O)C1CCN(S(=O)(=O)N2CCCCC2)CC1 (configuration not stated)
74	1.1	O=C1CN(C(=O)c2ccccc2)c2ccccc2N1
75	-0.99	CCOC(=O)N1CCC(Nc2ncnc3c2cnn3-c2ccc(Cl)cc2)CC1
76	0.58	Cc1nn2c(C)c(C(=O)Nc3ccccc3)cnc2c1C#N
77	0.8	CCOC(=O)CN1NC2(CCCCC2)NC1=S
78	0.24	COc1ccccc1N(CC(=O)NCc1ccccc1)S(C)(=O)=O
79	-2.1	COc1cc(C(=O)N2CCN(S(=O)(=O)c3ccc(C)cc3)CC2)ccc1OCc1c(C)noc1C
80	-0.13	N#Cc1c(NC2CCCCC2)nc(-c2ccco2)c2c1CCCC2
81	-4.5	CC(NS(=O)(=O)c1ccccc1)C(c1cccs1)N1CCN(c2ccccc2)CC1 (configuration not stated)
82	-0.4	CCOc1ccc(C(NC(=O)c2ccco2)c2ccc(OC)c(OC)c2)cc1 (configuration not stated)
83	-0.11	COc1cc(CNn2nnnc2N)ccc1OCc1c(Cl)cccc1Cl
84	0.54	Cc1ccc(C)n1NC(=O)c1cccs1
85	0.46	CCCOc1ccc(N2C(=O)CC(N3CCOCC3)C2=O)cc1 (configuration not stated)
86	0.15	O=C(CSc1nc2ccccc2[nH]1)NC(=O)NCc1ccco1
87	0.65	Cc1ccc(-n2c(Cn3cnc4ccccc43)nnc2SCC(=O)O)cc1
88	1	COc1cc(C)c(C)cc1S(=O)(=O)N1CCN(Cc2ccccc2)CC1
89	-3.7	CC(C)NC(=O)c1onc(CSc2ccc(Cl)cc2)c1C(=O)NC(C)C
90	0.35	COc1cc(C(c2sc3nc(C)nn3c2O)N2CCN(c3ccccc3)CC2)cc(OC)c1OC (configuration not stated)
91	-0.41	COc1ccccc1CNC(=O)c1ccccc1OC
92	0.96	COC(=O)c1ccc2c(=O)n(CC3CCCO3)c(=S)[nH]c2c1 (configuration not stated)
93	-1.9	O=C(O)c1cccc(NC(=O)c2cccc(NC(=O)C3CCCO3)c2)c1 (configuration not stated)
94	-0.52	CC(C)=CCc1c(O)ccc(C2COc3c(CC=C(C)C)c(O)cc(O)c3C2=O)c1O (configuration not stated)
95	0.089	CCOC(=O)CNC(=O)C(Cc1ccccc1)NS(=O)(=O)c1ccc2c(c1)CCC(=O)N2 (configuration not stated)
96	0.75	COc1ccc(CNC(=O)Cc2nn(C)c(=O)c3ccccc23)cc1
97	0.93	O=c1cc(CSc2ccccn2)nc(N2CCN(c3ccccc3)CC2)[nH]1
98	-4.6*	COc1cc(OC)cc(C(=O)N2c3ccc(F)cc3CCC2C)c1 (configuration not stated)
99	0.53	COCCNC(=O)C1c2ccccc2C(=O)N(CCOC)C1c1ccc(F)cc1 (configuration not stated)
100	-0.83	COc1ccc(CN2C(=O)c3cccnc3C2Nc2ccc(OC)c(Cl)c2)cc1 (configuration not stated)
101	0.12	COc1cc(Br)c(CC(=O)O)cc1OC
102	-0.051	CCCOc1ccc2c(=O)c(N3C(=O)c4ccccc4C3=O)c(C)oc2c1
103	0.37	COC(=O)C1=C(C)N(C)C(=O)NC1c1ccc(C)cc1 (configuration not stated)
104	-0.088	CNC(=O)CN1C(=O)c2cccc3cccc1c23
105	-0.25	Cc1ccc(C)c(NC(=O)CSc2nnc(-c3ccco3)o2)c1

In another format: entries from further up
[20] COC(=O)c1ccc(Oc2ccc3nncn3n2)cc1
  Cav3 T inh = 1

[21] COc1ccc(NC(=O)CN(C)S(=O)(=O)c2ccc3c(c2)CCC(=O)N3)c(OC)c1
  Cav3 T inh = 0.53

[22] Clc1cccc2sc(N3CCCC3)nc12
  Cav3 T inh = -0.13

[23] CN1CCN(C2=NC3(CCCC3)C(C#N)C(=O)N2)CC1 (configuration not stated)
  Cav3 T inh = 0.07

The results go on:
cpd	Cav3 T inh	mol
106	1.2	O=C(CCSc1nnc2scc(-c3ccccc3)n12)NCc1ccc2c(c1)OCO2
107	0.072	COC(=O)[C@H](Cc1ccccc1)NC(=O)N1CCN(Cc2ccccc2)CC1
108	0.16	CCC(=O)Nc1ccc(C(=O)Nc2ccc3c(c2)OCO3)cc1
109	-2.9	Cc1oc(-c2ccc(Cl)cc2)nc1CN1CCC(C(=O)NCc2ccco2)CC1
110	-0.75	O=C(COc1ccccc1Cl)Nc1ccc(Cl)cn1
111	0.26	CCOC(=O)N1CCN(C(=O)CN(c2ccc(OCC)cc2)S(C)(=O)=O)CC1
112	0.99	CC(C)Nc1nc(NC(C)C)nc(C(=O)OCCO)n1
113	-2.6	Cc1ccccc1OCC(O)Cn1c(=N)n(CCN2CCOCC2)c2ccccc21 (configuration not stated)
114	-6.4*	CC(Oc1ccccc1)c1ccnn1S(=O)(=O)c1ccccc1 (configuration not stated)
115	-1.8	CCCCCCN(C(=O)CCCCCN1C(=O)NC(c2ccccc2)C(C(=O)OCc2ccccc2)=C1C)C(C(=O)NCCCC)c1ccc(OCC(=O)OC)c(C(=O)OC)c1 (configuration not stated)
116	-3.1	COC(=O)C1C(=O)C2=C(CC1C)NC(C)=C(C(=O)OC1CCCCC1)C2c1ccc(N(C)C)cc1 (configuration not stated)
117	0.23	CC(C)NC(=O)C1CC(=O)N(C(C)c2ccccc2)C1 (configuration not stated)
118	-1.4	NC(=O)[C@@H]1CC2(CC(c3cccc(NC(=O)CC(c4ccccc4)c4ccccc4)c3)=NO2)CN1C(=O)COc1ccc(Cl)cc1 (some centres not stated)
119	-1.2	COc1ccccc1C(=O)Nc1ccccc1SC
120	-0.089	C/C=C(/C)C(=O)O[C@H]1[C@@H](O)c2c(ccc3ccc(=O)oc23)OC1(C)C
121	0.92	CC1(C)CC(=O)c2c(Cc3ccccc3)n[nH]c2C1
122	0.47	COc1ccc2nc(NC(=O)CN3CCOCC3)sc2c1
123	-0.22	COc1ccc(/C(O)=C2/C(=O)C(=O)N(CCN3CCOCC3)C2c2ccccn2)cc1 (configuration not stated)

Arranged by the number under Cav3 T inh (falling): some entries from above
cpd	Cav3 T inh	mol
112	0.99	CC(C)Nc1nc(NC(C)C)nc(C(=O)OCCO)n1
107	0.072	COC(=O)[C@H](Cc1ccccc1)NC(=O)N1CCN(Cc2ccccc2)CC1
115	-1.8	CCCCCCN(C(=O)CCCCCN1C(=O)NC(c2ccccc2)C(C(=O)OCc2ccccc2)=C1C)C(C(=O)NCCCC)c1ccc(OCC(=O)OC)c(C(=O)OC)c1 (configuration not stated)
